Screens as filed in PubChem.
PERK inhibitor – inhibitors of human PERK kinase. 0.17% of 220,000 active. CHO PERK-DD fusion, SEAP luminescence translation reporter. Q9NZJ5. inhibition, % at 5.6 µM;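 active = inhibition above the mean inhibition of all tested compounds plus 3 SD, set separately per screening campaign, cut at about 2.9% in these data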;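 also: PERK kinase domain activated by AP20187 dimerizer at 100 nM; 0% = DMSO with dimerizer and 100% = rapamycin at 8.4 µM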
TRPML3 ag – human mucolipin-3 channel agonism; Q8TDD5; HEK293 TRPML3-YFP, Fluo-8 calcium fluorescence; 100% = the carbachol control signal; activation, % at 3 µM; 0.29% of 220,000 active;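 active = activation above its plate's cutoff, the mean activation of the plate's test wells plus 3 SD, cut at about 12% in these data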;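 also: 0% = DMSO only wells and 100% = carbachol wells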
Target sequence (Q8TDD5 whole entry, looked up): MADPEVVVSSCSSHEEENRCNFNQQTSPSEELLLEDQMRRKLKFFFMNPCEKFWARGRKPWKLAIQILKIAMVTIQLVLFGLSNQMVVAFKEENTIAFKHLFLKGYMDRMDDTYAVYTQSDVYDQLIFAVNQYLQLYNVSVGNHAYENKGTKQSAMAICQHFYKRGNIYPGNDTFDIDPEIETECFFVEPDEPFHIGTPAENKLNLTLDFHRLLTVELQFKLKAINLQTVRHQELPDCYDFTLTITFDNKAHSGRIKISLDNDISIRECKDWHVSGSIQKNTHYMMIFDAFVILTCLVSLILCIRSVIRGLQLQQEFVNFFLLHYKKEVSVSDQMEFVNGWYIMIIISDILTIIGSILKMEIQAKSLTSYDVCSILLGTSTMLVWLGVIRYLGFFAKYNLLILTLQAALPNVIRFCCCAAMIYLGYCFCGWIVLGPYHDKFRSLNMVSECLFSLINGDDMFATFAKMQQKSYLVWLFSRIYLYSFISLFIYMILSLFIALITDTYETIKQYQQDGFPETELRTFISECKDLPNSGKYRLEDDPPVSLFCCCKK
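Test system – HEK293 line with stable expression of human TRPML3-YFP channel · Control set – carbachol 87 µM final as high control (100%), DMSO as low control (0%) · Signal – Fluo-8 calcium dye fluorescence, ex 470-495, em 515-575 nm · Incubation – 1-h 37 °C dye load, 5-s basal, 120-s post-compound reads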
EP2 modulator – modulators of human EP2 prostaglandin E2 receptor | P43116 | EP2-expressing cells, cAMP HTRF FRET, PGE2 co-stimulation | induction, % at 25 µM | 0.83% of 260,000 active;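 active = compounds whose cAMP rise, as percent of the full-agonist control response, exceeds 60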;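 also: rat C6 glioma line stably carrying human EP2 under a CMV promoter; the protocol text gives 20 µM as final concentration; 100% = response of wells given 1 µM PGE2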
S1P4 ag – agonists of human S1P4 receptor. activation, % at 4.98 µM. S1P4-expressing cell line, agonist reporter assay. 0.35% of 220,000 active. AID 1509. O95977; in the data active = activation above about 11%;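 also: 0% = DMSO vehicle and 100% = reference agonist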
Target sequence (O95977 whole entry, looked up): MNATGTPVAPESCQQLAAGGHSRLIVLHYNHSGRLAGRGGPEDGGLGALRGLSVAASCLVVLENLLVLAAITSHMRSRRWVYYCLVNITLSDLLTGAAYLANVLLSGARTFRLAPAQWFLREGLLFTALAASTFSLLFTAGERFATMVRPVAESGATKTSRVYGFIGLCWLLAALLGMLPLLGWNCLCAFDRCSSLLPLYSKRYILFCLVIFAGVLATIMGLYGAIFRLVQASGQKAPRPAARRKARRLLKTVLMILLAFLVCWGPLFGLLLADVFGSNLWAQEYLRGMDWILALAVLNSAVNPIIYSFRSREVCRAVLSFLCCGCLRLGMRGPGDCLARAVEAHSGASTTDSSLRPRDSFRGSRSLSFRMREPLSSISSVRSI
BaF3 parental – parental Ba/F3 viability inhibition as JAK2V617F counter-screen; inhibition, % at 5.6 µM; 1.1% of 220,000 active; CellTiter-Glo ATP luminescence; AID 1486;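 active = inhibition above a per-campaign cutoff, the mean inhibition of all tested compounds plus 3 SD, cut at about 27% in these data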;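 also: 0% = DMSO wells and 100% = JAK Inhibitor I control wells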
zfTRPN1 agonist – activates the zebrafish TRPN1 channel. activation, % at 3 µM. HEK293 zebrafish TRPN1-YFP, Fluo-8 calcium fluorescence; 100% = response to 87 µM carbachol. 0.18% of 220,000 active. AID 1424;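 active = activation above its plate's cutoff, the mean activation of test wells on that plate plus 3 SD, cut at about 19% in these data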;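 also: 0% = DMSO alone and 100% = 87 µM carbachol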
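Material: zebrafish TRPN1-YFP in HEK293 cells; Doses: single test compound dose, 3 µM nominal, 0.3% DMSO; Timing: dye loading 1 h at 37 °C, then 30 min room temperature; Technique: intracellular calcium fluorescence with Fluo-8; Benchmarks: high carbachol 87 µM, low DMSO alone.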
m-calpain inh – blocks pig calpain II enzyme activity; inhibition, % at 16 µM; purified calpain II, fluorogenic peptide substrate, 30 min; 0.37% of 220,000 active;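 active = inhibition above about 50%, limit read from the data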
S1P4 antag – blocks the human S1P4 receptor; S1P4-expressing cells, antagonist mode, reporter read-out; inhibition, % at 4.98 µM; 0.26% of 220,000 active; AID 1510; O95977; in the data active = inhibition above about 29%;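 also: 0% = wells stimulated with agonist and 100% = vehicle wells without agonist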
Ba/F3 V617F tox – loss of viability in JAK2V617F-driven Ba/F3 cells; Ba/F3 EpoR-JAK2V617F viability, ATP luminescence; inhibition, % at 5.6 µM; 1.1% of 220,000 active; AID 1446;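 active = inhibition above the campaign mean plus 3 SD over all tested compounds, cut at about 24% in these data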;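 also: cytokine-independent growth of Ba/F3 cells driven by EpoR plus mutant JAK2; 0% = DMSO-treated cells and 100% = JAK inhibitor I control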
The depositor's hits bear a star; i = inactive; nt = not tested or not shown; & = joins results of further samples. Compounds were not picked by outcome (roughly 3.6% active in at least one column).

SMILES	PERK inhibitor	TRPML3 ag	EP2 modulator	S1P4 ag	BaF3 parental	zfTRPN1 agonist	m-calpain inh	S1P4 antag	Ba/F3 V617F tox
CCOC(=O)CSc1nnc(-c2ccc(OC)cc2)n1CC	1.6	0.4	-6	-0.4	3	0.2	12	15	2
COc1cc(C=C(c2nc3ccccc3s2)c2nc3ccccc3s2)ccc1O	-0.4	1.6	35	1.1	7	2.5	-60	-14	-4
COc1cccc(CNc2ncn[nH]2)c1OCc1ccc(F)cc1	0.6	1.5	4&9	0.0	8	1.3	-10	-12	0
CCOC(=O)C1C(=O)NC(c2ccccc2)=NC1c1ccccc1 (centres undefined)	1.2	0.7	7	1.7	3	0.7	-6	-4	-2
O=C(N/N=C/c1ccc(OCCCF)cc1)c1ccc(C(F)(F)F)cc1	0.4	0.6	-5	-0.2	5	0.3	0	-21	-1
COCCN1C(=O)/C(=C/c2ccc(N3CCCC3)cc2C)SC1=S	0.7	3.5	1	0.8	-1	11	1	2	-4
Nc1nnc(SCC(=O)c2ccccc2)s1	-0.2	0.3	2	-2.9	-3	1.6	9	5	-2
COc1ccc(CCN2C(=O)CC(NCCc3ccc(S(N)(=O)=O)cc3)C2=O)cc1OC (centres undefined)	0.5	1.2	23	-3.9	4	-0.5	-22	-20	-3
C/C=C/C=N/NC(=O)CN(c1ccc(Br)cc1)S(=O)(=O)c1ccccc1	-0.5	0.0	40	-0.8	5	0.9	-26	-15	-3
Cc1cc2cc(C(c3nnnn3Cc3ccccc3)N3CCc4ccccc43)c(=O)[nH]c2cc1C (centres undefined)	-1.4	-1.3	21&19	0.7	1	-1.2	-362	-13	-3
CC(C)Oc1ccc(C(=O)Nc2ccc(N3CCCC3)cc2)cc1	-0.2	-0.3	-9	-0.2	1	0.7	11	-2	0
Cc1ccc2c(Cl)c(C)c(N3CCCCC3)nc2n1	-0.3	-0.4	10	-0.1	5	-1.4	37	-16	0
O=c1cc(O)nc(SCc2ccccc2)[nH]1	1.6	0.5	18	-1.4	-1	-0.1	-17	-26	-5
Cc1cnc(C(=O)Nc2cccc(S(=O)(=O)N(C)C)c2)cn1	-0.4	0.3	2	0.3	5	0.0	17	-8	3
CCCCN(C(=O)/C=C/c1ccco1)c1c(N)n(CC(C)C)c(=O)[nH]c1=O	0.8	0.9	13	0.1	-1	0.2	-29	-19	-3

Part of the list above in another layout:
smiles: C/C=C/C=N/NC(=O)CN(c1ccc(Br)cc1)S(=O)(=O)c1ccccc1
  PERK inhibitor: -0.5
  TRPML3 ag: 0.0
  EP2 modulator: 40
  S1P4 ag: -0.8
  BaF3 parental: 5
  zfTRPN1 agonist: 0.9
  m-calpain inh: -26
  S1P4 antag: -15
  Ba/F3 V617F tox: -3

smiles: Cc1cc2cc(C(c3nnnn3Cc3ccccc3)N3CCc4ccccc43)c(=O)[nH]c2cc1C (centres undefined)
  PERK inhibitor: -1.4
  TRPML3 ag: -1.3
  EP2 modulator: 21&19
  S1P4 ag: 0.7
  BaF3 parental: 1
  zfTRPN1 agonist: -1.2
  m-calpain inh: -362
  S1P4 antag: -13
  Ba/F3 V617F tox: -3

Additional results follow.
SMILES	PERK inhibitor	TRPML3 ag	EP2 modulator	S1P4 ag	BaF3 parental	zfTRPN1 agonist	m-calpain inh	S1P4 antag	Ba/F3 V617F tox
O=C(CCCO)c1ccc2c(c1)OCCO2	0.5	0.1	24	0.2	1	1.2	-7	-4	-1
Cc1cccn2c(=O)c(/C=C3\SC(=S)N(CC(C)C)C3=O)c(NCCCOC(C)C)nc12	0.2	0.7	8	-0.3	6	1.7	14	9	1
Cc1nn2c(=O)cc(CSc3nc4ccccc4[nH]3)nc2s1	0.3	-0.4	-18	0.3	8	0.8	12	-14	3
CCOC(=O)Nc1ccc(NC(=O)c2ccccc2F)cc1	2.6	0.9	-24	-0.1	0	0.8	-10	-3	0
Cc1nn(-c2ccccc2)c2nc(Cl)c(C(=O)O)cc12	1.2	0.7	13	-0.2	2	0.5	-129	-4	0
N#Cc1cc2c(nc1SC1CCCCC1O)CCCC2 (centres undefined)	0.8	-0.4	13	-2.5	4	0.6	6	-24	0
Cc1ccc(NC(=O)CN2CC(C)SC2=NC2CCCCC2)cc1 (centres undefined)	-0.7	-0.6	2	2.6	3	-0.5	7	16	-1
Cc1onc(-c2c(F)cccc2Cl)c1C(=O)OCC(=O)c1c(N)n(C)c(=O)n(C)c1=O	-0.3	1.4	8	1.4	8	1.6	-7	-14	-1
Cc1ccc(OCCOC(=O)CCc2nc3ccccc3c(=O)[nH]2)cc1	1.2	0.8	-3	0.1	1	-0.1	-2	-12	-1
Cc1ccc(C)c(Cc2c(C)nc3c(C(=O)NCc4ccc5c(c4)OCO5)cnn3c2C)c1	0.2	0.1	-15	1.1	4	-0.4	-5	4	-2
Nc1cccc2c1C(=O)N(C(=O)/C=C/c1ccc(F)cc1)C2=O	0.1	-0.3	-38	1.8	3	0.0	i	-9	1
COc1c(OC)c(O)c2c(=O)cc(-c3c(O)cccc3O)oc2c1OC	0.0	-0.4	-1	-0.3	37*	0.1	32	5	3
CCNc1ccc2c(Cl)cc(=O)oc2c1	0.1	0.2	2	4.4	0	-1.1	i	7	10
Cc1cc(C)cc(NC(=S)N2CCC(c3nc4ccccc4s3)CC2)c1	0.5	0.8	-39	-1.1	2	0.9	10	-3	-1
Cc1c2c(nc3nnnn13)CCCC2	1.3	0.9	-7	0.4	1	0.4	31	-13	4
COc1ccc(OC)c(C2CC(=O)Nc3cc(OC)c(OC)c(OC)c32)c1 (centres undefined)	-0.6	1.0	25	1.4	5	1.0	-16	-18	0
CCS(=O)(=O)c1nc(S(=O)(=O)c2ccc(C)cc2)c(NCCCN(C)C)s1	-0.2	0.8	-13	-1.4	0	0.7	7	10	0
CCOc1ccccc1N1CCN(C(=O)C(Sc2ccccc2)c2ccccc2)CC1 (centres undefined)	-0.3	-1.2	25	4.6	5	-2.6	13	15	-1
CCOc1ccc(-n2c(C)nc3cc(C(=O)NCc4ccc5c(c4)OCO5)ccc32)cc1	-0.7	-0.6	-58	-0.1	8	0.3	26	-8	2
COC(=O)c1ccc2c(c1)N(C)C(=O)CS2	0.7	0.4	-55	0.5	3	2.7	-49	-5	-3
Cc1c(C(=O)N2CCC(C)CC2)oc2ccc(S(=O)(=O)N3CCC4(CC3)OCCO4)cc12	-1.8	1.7	-7	-0.3	7	2.3	-18	-2	4
COc1cccc(-n2c(C)cc(/C=C3/C(=N)N4C(=NC3=O)SN=C4S(C)(=O)=O)c2C)c1	1.7	0.8	42	0.6	-1	1.9	-120	-10	-3
CC(=O)N/C(=N\OCc1ccccc1Cl)c1nonc1NC(C)=O	0.5	0.3	8	0.7	7	0.2	-5	-11	-1
Cc1cc(C(C#N)c2cccc(Cl)c2)n2ncnc2n1 (centres undefined)	1.3	-0.2	31	1.7	-1	-1.0	11	-5	0
CC1CCN(CC(=O)NCc2ccco2)CC1	1.3	-0.1	-18	-1.6	-2	0.7	-7	6	-5
Cc1ccccc1OCCn1cc(C(=S)N2CCN(C)CC2)c2ccccc21	-0.8	0.7	-34	-0.6	11	0.6	-19	3	4
COCCn1c(=NC(=O)c2cc3ccccc3oc2=O)sc2cc(S(N)(=O)=O)ccc21	0.7	0.7	-8	0.2	5	3.2	-45	-12	-2
Cc1ccc(-c2nc(C#N)c(NCc3ccco3)o2)cc1	0.9	0.0	-24	-1.3	8	-0.8	-235	3	-1
O=C(Nc1ccn(Cc2c(F)c(F)cc(F)c2F)n1)c1ccc(COc2cc(Cl)ccc2Cl)o1	-0.1	0.7	6	-0.3	2	0.7	0	14	-2
COc1ccccc1Oc1ccc(S(=O)(=O)N2CCOCC2)cc1S(=O)(=O)N1CCOCC1	-0.9	-0.2	13	0.4	5	0.5	-12	-9	-3
CCOc1ccc(NC(=O)Nc2ccc3c(c2)nc(C)n3C)cc1	0.4	0.1	-23	0.5	-3	0.9	-46	-17	2
C=CCn1c(SCc2ccc(C#N)cc2)nnc1-c1cccc(OC)c1	-1.0	-0.2	0	2.4	3	-0.5	22	-18	1
CCOC(=O)C1=C(O)/C(=C/c2ccc(OCC(=O)O)c(OC)c2)SC1=Nc1ccc(OC)cc1	0.6	0.1	-4	1.6	5	-0.1	-59	-12	-2
CCCOc1cccc(C(=O)NC(=S)Nc2ccc(N3CCN(C)CC3)cc2)c1	0.6	0.5	-28	0.2	14	1.1	14	-12	7
CCOC(=O)C1=C(C)N=C(SC)N(C)C1c1ccccc1 (centres undefined)	-0.5	-1.8	37	-1.0	7	-3.2	-4	-1	-2
O=C(CCN1C(=O)S/C(=C/c2ccc(Cl)cc2)C1=O)N1CCOCC1	0.8	0.8	-10	1.9	5	3.5	13	-24	-1
Cc1ccccc1C(=O)NCCN1CCOCC1	0.3	0.9	18	0.6	14	1.3	-8	-3	0
CCCCN(C)CCCNC(=O)c1ccc(N2CCCC2=O)cc1	0.5	1.2	0	1.2	5	3.0	42	-2	-5
Cc1ccc2c(c1)N(CCC(=O)NCCN1CCOCC1)C(=O)CO2	0.7	0.7	-5	1.8	6	1.0	4	-5	-1
O=S(=O)(c1cccc(-c2n[nH]c(=S)n2C2CCCC2)c1)N1CCOCC1	-0.3	0.4	8	1.0	-3	-0.7	8	-7	-2
CCOc1ccc(-c2nc[nH]c2[N+](=O)[O-])cc1	0.4	0.7	-9	-0.1	-1	-0.5	-12	-20	-4
Cc1ccc(N(Cc2ccc(C(=O)NN=C3CCN(C)CC3)cc2)S(C)(=O)=O)cc1C	0.1	-0.1	-16	-1.2	4	1.2	6	-11	-2
CC(=O)c1c(C)[nH]c(C)c1C(C)=O	1.7	0.9	-2	0.7	5	1.6	-52	12	1
COc1ccc(/C=C/C(=O)N2CCN(c3ccccn3)CC2)c2ccccc12	-1.2	0.3	-45	2.5	10	-2.5	1	21	2
O=C(O)CC1S/C(=N/N=C/C=C/c2ccccc2[N+](=O)[O-])NC1=O (centres undefined)	1.4	0.5	13	1.5	4	-1.5	-2	-7	-1
COc1cccc(/C=N/NC(=O)CC(=O)NCCc2ccc(OC)c(OC)c2)c1	-0.8	0.6	-4	-1.6	0	0.6	-13	-8	0
COc1cc2cc(C(c3nnnn3C(C)(C)C)N3CCc4ccccc43)c(=O)[nH]c2cc1OC (centres undefined)	-1.4	-0.7	30	-0.4	9	0.2	-16	5	3
CCCNC(=O)c1nc(C)n(-c2cc(Cl)ccc2Cl)n1	1.4	-0.9	-13	-0.4	2	0.0	-16	-2	-3
Cc1ccc(C(c2nnnn2CCC(C)C)N2CCN(C)CC2)cc1 (centres undefined)	-0.9	-0.1	24	1.6	1	1.3	-9	-8	-1
Cc1cc(-c2nnc(SCC(=O)Nc3ccccn3)o2)no1	-0.5	0.6	15	0.0	3	0.4	2	-5	1
Cc1nc([N+](=O)[O-])c(Br)n1CC(=O)c1cccc([N+](=O)[O-])c1	0.6	0.1	-20	0.0	-5	-0.4	-6	1	1
CN(C)c1ccc(/C=N\NC(=O)c2csnn2)cc1	0.9	-0.2	-10	-0.7	5	-0.7	7	1	0
O=C(C(Cc1ccccc1)N1C(=O)C2C3CCC(C3)C2C1=O)N1CCCCC1 (centres undefined)	-0.1	-0.2	16	0.3	0	-1.3	14	-13	4
COC1=C(N)C(=O)c2nc(-c3nc(C(=O)O)c(C)c(-c4ccc(OC)c(OC)c4O)c3N)ccc2C1=O	2.0	1.3	10	1.7	71*	0.3	3	-1	86*
Cc1nn2c3ccccc3nc2n(Cc2ccccc2)c1=O	3.1*	0.1	nt	-0.6	3	-0.7	nt	0	1
